Compound activity deposited in PubChem by National Center for Advancing Translational Sciences (NCATS).
TR SRC2 fluor cs: alters Texas Red total fluorescence, flagging assay interference; Potency, µM (doses to about 106 µM), for inactives: at the highest dose fluorescence change, negative = quenching; TRb/SRC2 Texas Red total fluorescence interference; 0.29% of 280,000 active; active = well fitted curve in either direction with a large enough effect; inconclusive = small, poorly fitted or top-dose-only effect; also: potency is read from the fitted curve at half-maximal effect; % is scaled to controls: 0 for no effect and ±100 for the full control effect
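Human TRβ ligand-binding domain (0.6 uM) and Texas Red SRC2 peptide (20 nM) in Tris buffer with 1 uM T3 and 5% DMSO were incubated with pinned compound for 5 hr at ambient temperature. Total fluorescence was computed as S + 2P (555/632 nm).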
TRb-SRC2 inh: TRbeta-SRC2 interaction inhibition. P10828. TRbeta-SRC2 peptide binding, fluorescence polarization; receptor liganded with 1 µM T3. Potency, µM (doses to about 106 µM), inactives show at the top dose activity change, negative = inhibition, hits mostly inhibitors. 0.065% of 280,000 active;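 also: potency is read from the fitted curve at half-maximal effect; plate controls were bound peptide for no effect and peptide without receptor for full effect; nearly all actives have a fitted effect of over 50% in size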
Target sequence (P10828 whole entry, looked up): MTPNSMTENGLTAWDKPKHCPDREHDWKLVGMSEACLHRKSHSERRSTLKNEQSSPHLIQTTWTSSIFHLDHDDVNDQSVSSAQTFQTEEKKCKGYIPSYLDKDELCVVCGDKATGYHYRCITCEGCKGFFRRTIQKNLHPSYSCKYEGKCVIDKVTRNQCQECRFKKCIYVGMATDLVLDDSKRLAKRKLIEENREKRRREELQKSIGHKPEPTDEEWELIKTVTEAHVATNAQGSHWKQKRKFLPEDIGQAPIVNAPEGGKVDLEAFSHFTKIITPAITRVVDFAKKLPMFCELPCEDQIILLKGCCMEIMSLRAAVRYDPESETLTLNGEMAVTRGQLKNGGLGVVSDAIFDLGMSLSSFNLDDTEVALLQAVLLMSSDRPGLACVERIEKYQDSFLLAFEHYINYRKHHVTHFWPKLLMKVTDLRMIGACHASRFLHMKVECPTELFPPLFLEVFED
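Human TRb LBD (0.6 uM) plus Texas Red-labeled SRC2 peptide (20 nM), 1uM T3, 5% DMSO, 5 hr at ambient temperature. Decreased polarization (555/632 nm) flags inhibition; data normalized to free and bound peptide controls.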
Tau fluor cs: counter-screen for tau fibril formation inhibitors; AID 1463; 0.93% of 280,000 active; tau K18 P301L (four-repeat tau fragment) Alexa594 fluorescence, heparin fibrillization; Potency, µM (series often up to 57.7 µM), for inactives: top-dose activity change, negative = decrease; also: potency is read from the fitted curve at half-maximal effect; % is scaled to controls: 0 for no effect and ±100 for the full control effect; nearly all actives have a fitted effect of over 55% in size
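Human K18 P301L tau (15 uM unlabeled plus 0.24 uM Alexa 594-labeled, final) in 100 mM sodium acetate pH 7 was mixed with compound and 20 uM heparin and incubated 6 hr at 37 C.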
Tau FP inhib: tau fibrillization inhibition (FP) | K18 P301L tau heparin fibrillization, Alexa594 FP, 6 h | 0.39% of 280,000 active | Potency, µM (series often up to 57.7 µM), for the others: at the top dose activity, negative = inhibition, hits mostly inhibitors | AID 1468; also: potency is read from the fitted curve at half-maximal effect; % is scaled to controls: 0 for no effect and ±100 for the full control effect; nearly all actives have a fitted effect of over 55% in size
Target sequence (P10636 561-689 P618L limits assumed): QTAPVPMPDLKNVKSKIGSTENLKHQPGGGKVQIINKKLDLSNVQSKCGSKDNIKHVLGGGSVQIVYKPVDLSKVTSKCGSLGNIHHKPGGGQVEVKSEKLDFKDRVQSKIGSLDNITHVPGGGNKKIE
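Human tau K18 […] P301L fragment, 15 uM unlabeled plus 0.24 uM Alexa 594-labeled tau (final), with compound and 20 uM heparin in 100 mM sodium acetate pH 7; 6 hr at 37 C, then Alexa 594 FP read.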
Epigenetic reg: derepresses silenced GFP reporter in murine cells | murine LDR cells, GFP reporter derepression, 30 h | Potency, µM (series often up to 53.9 µM), inactives show at the highest dose GFP activation, hits mostly activators | 0.2% of 280,000 active; also: potency is read from the fitted curve at half-maximal effect; % of control where 0% means no effect; nearly all actives have a fitted effect of over 60% in size
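GFP-positive cell count by laser-scanning cytometry (objects 20–120 um) after 30 h, 37 C compound exposure of murine LDR cells; reporter is CMV-GFP integrated at a silenced locus, inducible by HDAC or DNMT inhibitors.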
NPSR antag: blocks cAMP signaling of the human neuropeptide S receptor | Q6W5P4 | CHO-NPSR cells, cAMP TR-FRET, antagonist mode | Potency, µM (highest dose often 38.3 µM), for the others: top-dose activity change, negative = inhibition, hits mostly inhibitors | 1% of 220,000 active; also: potency is read from the fitted curve at half-maximal effect; % is scaled to controls: 0 for no effect and ±100 for the full control effect; nearly all actives have a fitted effect of over 50% in size; many of its hits are not listed in these tables
aGal spleen mod: alpha-galactosidase A (human) modulation; P06280; human spleen homogenate, 4MU-alpha-Gal fluorescence, 40 min; Potency, µM (series often up to 80 µM), for inactives: top-dose activity change, negative = inhibition, usual class: inhibitors; 0.008% of 240,000 active; AID 2107;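 also: potency is read from the fitted curve at half-maximal effect; 0% = enzyme with vehicle and -100% = no enzyme basal signal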
Target sequence (P06280 32-429 limits assumed): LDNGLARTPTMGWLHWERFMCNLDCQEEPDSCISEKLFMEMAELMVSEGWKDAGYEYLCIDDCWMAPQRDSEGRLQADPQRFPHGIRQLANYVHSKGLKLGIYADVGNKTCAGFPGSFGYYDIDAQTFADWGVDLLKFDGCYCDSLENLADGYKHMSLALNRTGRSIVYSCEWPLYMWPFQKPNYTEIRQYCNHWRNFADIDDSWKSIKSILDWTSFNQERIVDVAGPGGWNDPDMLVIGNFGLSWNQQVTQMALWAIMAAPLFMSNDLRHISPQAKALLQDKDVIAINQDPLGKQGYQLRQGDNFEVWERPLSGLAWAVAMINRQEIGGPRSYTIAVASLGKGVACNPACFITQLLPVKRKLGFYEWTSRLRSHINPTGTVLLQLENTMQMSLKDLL
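Fluorogenic readout (Ex 365/Em 440 nm) of 4-methylumbelliferone released from 1 mM 4-MU-alpha-galactoside by spleen homogenate, 40 min at 37C, pH 5.0. Data normalized to no-enzyme and enzyme controls; Hill-equation AC50 from compound titrations.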
CBFb-RUNX1 inh: blocks binding between human CBF-beta and RUNX1; AID 1477; AlphaScreen CBFb-His/RUNX1-biotin binding, biochemical; Q01196+Q13951; Potency, µM (top dose mostly 59.8 µM), for the others: at the top dose activity, negative = inhibition, usual class: inhibitors; 230,000 tested, under 10 active; also: % of control where 0% means no effect
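Bead-based AlphaScreen assay; binding partners His-tagged CBF-beta and biotinylated RUNX1 at 30 nM each. Compound exposure 15 min after a 20-min protein preincubation; bead step 90 min; all steps at room temperature.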
* hit, by the source's call; [ ] = remark or other dose. Unless noted, calls follow the shape of the dose curve; as a rule, active = well fitted curve in the direction sought with a large enough effect; inconclusive = small, poorly fitted or top-dose-only effect, or another doubt; inactive = no such curve, though single readings can be large; an effect the other way counts as inactive or inconclusive.

How did OCCC1CN(Cc2nc(-c3ccccc3)cs2)CCN1CCc1ccccc1 (stereo not given) do in these assays?
TR SRC2 fluor cs: -4%; TRb-SRC2 inh: -2%; Tau fluor cs: -6%; Tau FP inhib: -10%; Epigenetic reg: -1.2%; NPSR antag: 20%; aGal spleen mod: 1%; CBFb-RUNX1 inh: 5%

Results for Cc1nn(-c2ccccc2)c(Cl)c1/C=C(\C#N)C(=O)NC(C)C ?
TR SRC2 fluor cs: -1%; TRb-SRC2 inh: -1%; Tau fluor cs: -2%; Tau FP inhib: 9%; Epigenetic reg: 3.8%; NPSR antag: -9%; aGal spleen mod: -1%; CBFb-RUNX1 inh: 14%

How did O=C1C2CCCN2C(c2ccccc2F)N1c1ccc(F)cc1 (stereo not given) do in these assays?
TR SRC2 fluor cs: -3%; TRb-SRC2 inh: 4%; Tau fluor cs: -4%; Tau FP inhib: -7%; Epigenetic reg: -2.2%; NPSR antag: 1%[46.1 µM]; aGal spleen mod: 1%; CBFb-RUNX1 inh: 18%

How did CCCCCCNCc1cccc(Br)c1 do in these assays?
TR SRC2 fluor cs: 1%; TRb-SRC2 inh: -1%; Tau fluor cs: -4%; Tau FP inhib: -1%; Epigenetic reg: -0.9%; NPSR antag: -9%[46.1 µM]; aGal spleen mod: -1%; CBFb-RUNX1 inh: 2%

What do the screens show for `O=c1c2cc(Cl)ccc2nc(-c2ccccc2)n1O`?
TR SRC2 fluor cs: -4%; TRb-SRC2 inh: -4%; Tau fluor cs: -4%; Tau FP inhib: -2%; Epigenetic reg: 7.1%; NPSR antag: -24%; aGal spleen mod: 10%; CBFb-RUNX1 inh: 10%

How did Cn1c(NCc2cccs2)nc2ccccc21 do in these assays?
TR SRC2 fluor cs: -2%; TRb-SRC2 inh: 3%; Tau fluor cs: 7%; Tau FP inhib: 11%; Epigenetic reg: -1.0%; NPSR antag: 1%[46.1 µM]; aGal spleen mod: 10%; CBFb-RUNX1 inh: 3%

How did COC(=O)CNC(=O)C(C)(C)Oc1ccc(Cl)cc1 do in these assays?
TR SRC2 fluor cs: -1%; TRb-SRC2 inh: -17%; Tau fluor cs: -2%; Tau FP inhib: 0%; Epigenetic reg: -4.0%; NPSR antag: -2%[46.1 µM]; aGal spleen mod: 6%; CBFb-RUNX1 inh: 1%

How did CSc1ccc(-c2nnn(Cc3ccc(Br)cc3)n2)cc1 do in these assays?
TR SRC2 fluor cs: -2%; TRb-SRC2 inh: -2%; Tau fluor cs: -19%; Tau FP inhib: -1%; Epigenetic reg: 0.8%; NPSR antag: -25%[46.1 µM]; aGal spleen mod: -6%; CBFb-RUNX1 inh: 28%

How did Cc1nc(N2CCOCC2)c2c(C(=O)Nc3cccc(C(F)(F)F)c3)c(C)oc2n1 do in these assays?
TR SRC2 fluor cs: 2%; TRb-SRC2 inh: -5%; Tau fluor cs: -13%; Tau FP inhib: -8%; Epigenetic reg: -1.3%

What do the screens show for `N#CCSc1nnc(-c2ccccc2)c(-c2ccccc2)n1`?
TR SRC2 fluor cs: -2%; TRb-SRC2 inh: -3%; Tau fluor cs: -18%; Tau FP inhib: -8%; Epigenetic reg: 0.0%; NPSR antag: -10%[46.1 µM]; aGal spleen mod: 7%; CBFb-RUNX1 inh: -6%

What do the screens show for `CN=C(Nc1ccccc1OC)SC1CC(=O)N(c2ccc(C(=O)OC)cc2)C1=O` (stereo not given)?
TR SRC2 fluor cs: -8%; TRb-SRC2 inh: 1%; Tau fluor cs: -13%; Tau FP inhib: -5%; Epigenetic reg: 2.2%; NPSR antag: -9%[46.1 µM]; aGal spleen mod: -8%; CBFb-RUNX1 inh: 18%

How did Cc1cc(C)cc(Nc2ncc3c(n2)CC(c2ccco2)CC3=O)c1 (stereo not given) do in these assays?
TR SRC2 fluor cs: -1%; TRb-SRC2 inh: -2%; Tau fluor cs: -6%; Tau FP inhib: -2%; Epigenetic reg: -0.8%; NPSR antag: -23%[46.1 µM]; aGal spleen mod: -10%; CBFb-RUNX1 inh: -16%

How did Cc1nn(-c2ccccc2)c(N)c1C(O)(CSc1nccn1C)C(F)(F)F (stereo not given) do in these assays?
TR SRC2 fluor cs: -1%; TRb-SRC2 inh: -1%; Tau fluor cs: -18%; Tau FP inhib: -4%; Epigenetic reg: 0.1%; NPSR antag: -1%[46.1 µM]; aGal spleen mod: -2%; CBFb-RUNX1 inh: 0%

Results for O=C(NCCO)c1ccccc1O ?
TR SRC2 fluor cs: 2%; TRb-SRC2 inh: 5%; Tau fluor cs: -10%; Tau FP inhib: 0%; Epigenetic reg: 4.9%; NPSR antag: 26%[46.1 µM]; aGal spleen mod: 10%; CBFb-RUNX1 inh: 6%

Results for O=C(CCC(=O)Nc1ccccc1)N/N=C/C=C/c1ccccc1 ?
TR SRC2 fluor cs: -4%; TRb-SRC2 inh: 1%; Tau fluor cs: 0%; Tau FP inhib: -1%; Epigenetic reg: -1.6%; NPSR antag: 2%; aGal spleen mod: -6%; CBFb-RUNX1 inh: 3%

What do the screens show for `CCCCn1c(=O)[nH]c(=O)c2c(C(=O)OCC)cc(-c3ccc(OC(F)F)cc3)nc21`?
TR SRC2 fluor cs: -1%; TRb-SRC2 inh: 9%; Tau fluor cs: -1%; Tau FP inhib: -2%; Epigenetic reg: 3.8%; NPSR antag: -17%; aGal spleen mod: 5%; CBFb-RUNX1 inh: -7%

How did COc1ccc(OC)c(C2CC(=O)c3c([nH]c(C(=O)OCc4ccc(C)cc4)c3C)C2)c1 (stereo not given) do in these assays?
TR SRC2 fluor cs: -2%; TRb-SRC2 inh: -1%; Tau fluor cs: -21%; Tau FP inhib: -6%; Epigenetic reg: 9.1%

What do the screens show for `Cc1ccc(CN2CCNC2=O)cc1`?
TR SRC2 fluor cs: -2%; TRb-SRC2 inh: -5%; Tau fluor cs: 1%; Tau FP inhib: 9%; Epigenetic reg: 1.8%; NPSR antag: -4%[46.1 µM]; aGal spleen mod: -8%; CBFb-RUNX1 inh: 3%

Results for CCCCNC(=O)COC(=O)c1cc(S(=O)(=O)N2CCCCCC2)ccc1OC ?
TR SRC2 fluor cs: 3%; TRb-SRC2 inh: 2%; Tau fluor cs: -16%; Tau FP inhib: 9%; Epigenetic reg: 0.0%; NPSR antag: -11%[46.1 µM]; aGal spleen mod: 7%; CBFb-RUNX1 inh: 3%

What do the screens show for `O=C(OCC(=O)N1CCOCC1)c1ccc[nH]c1=O`?
TR SRC2 fluor cs: -5%; TRb-SRC2 inh: 2%; Tau fluor cs: 2%; Tau FP inhib: 5%; Epigenetic reg: -9.1%; NPSR antag: -3%[46.1 µM]; aGal spleen mod: 3%; CBFb-RUNX1 inh: 3%

How did Cc1ccc(-c2nnc3ccc(SCC(=O)N4CCc5ccccc54)nn23)cc1 do in these assays?
TR SRC2 fluor cs: -3%; TRb-SRC2 inh: -15%; Tau fluor cs: 3%; Tau FP inhib: 0%; Epigenetic reg: -0.8%; NPSR antag: -2%[46.1 µM]; aGal spleen mod: -1%; CBFb-RUNX1 inh: -1%

What do the screens show for `O=C(COC(=O)c1cc([N+](=O)[O-])ccc1NCc1ccccc1)NC1CCCc2ccccc21` (stereo not given)?
TR SRC2 fluor cs: 0%; TRb-SRC2 inh: -5%; Tau fluor cs: -23%; Tau FP inhib: 2%; Epigenetic reg: 4.6%; NPSR antag: inconclusive; aGal spleen mod: -6%; CBFb-RUNX1 inh: 2%

How did CN=c1scc(-c2ccc(F)cc2)n1/N=C/c1ccc(O)c(O)c1 do in these assays?
TR SRC2 fluor cs: -5%; TRb-SRC2 inh: 4%; Tau fluor cs: 18µM*[quencher]; Tau FP inhib: -1%; Epigenetic reg: 3.4%; NPSR antag: 7%; aGal spleen mod: 7%; CBFb-RUNX1 inh: inconclusive

Results for O=c1[nH]c(CSc2ccccn2)nc2ccccc12 ?
TR SRC2 fluor cs: 2%; TRb-SRC2 inh: 1%; Tau fluor cs: -5%; Tau FP inhib: 3%; Epigenetic reg: 2.5%; NPSR antag: 8%; aGal spleen mod: 5%; CBFb-RUNX1 inh: 2%

What do the screens show for `CCOC(=O)C(C)n1cnc2c(nnn2Cc2ccc(Cl)cc2)c1=O` (stereo not given)?
TR SRC2 fluor cs: -1%; TRb-SRC2 inh: 2%; Tau fluor cs: -13%; Tau FP inhib: 8%; Epigenetic reg: -1.3%; NPSR antag: -2%[46.1 µM]; aGal spleen mod: 5%; CBFb-RUNX1 inh: 3%

What do the screens show for `O=[N+]([O-])c1ccc(-c2nc(C(Cl)Cl)c3ccccc3n2)cc1`?
TR SRC2 fluor cs: -7%; TRb-SRC2 inh: 7%; Tau fluor cs: -18%; Tau FP inhib: -2%; Epigenetic reg: 0.1%; NPSR antag: 2µM*; aGal spleen mod: 5%; CBFb-RUNX1 inh: -3%

How did Cc1cccc2cc(CN(Cc3cccnc3)C(=O)c3cccs3)c3nnnn3c12 do in these assays?
TR SRC2 fluor cs: -1%; TRb-SRC2 inh: -5%; Tau fluor cs: 13%; Tau FP inhib: -2%; Epigenetic reg: 3.0%; NPSR antag: -9%; aGal spleen mod: -8%; CBFb-RUNX1 inh: -4%

What do the screens show for `CC12CN3CC(C)(CN(C1)C3c1c[nH]c3ccccc13)C2=O` (stereo not given)?
TR SRC2 fluor cs: 1%; TRb-SRC2 inh: 1%; Tau fluor cs: 2%; Tau FP inhib: -1%; Epigenetic reg: 13%; NPSR antag: 9%; aGal spleen mod: 2%; CBFb-RUNX1 inh: 1%

Results for Cc1cccc(NC(=S)NCCc2ccc3c(c2)OCCO3)c1C ?
TR SRC2 fluor cs: -3%; TRb-SRC2 inh: 5%; Tau fluor cs: -18%; Tau FP inhib: -6%; Epigenetic reg: -0.1%; NPSR antag: -12%; aGal spleen mod: -6%; CBFb-RUNX1 inh: -14%

Not all compounds are listed, so the mix of outcomes need not match the whole.
